Bioassay records (PubChem)
AID2073 = inhibitors of Mint1-CaV2.2 protein interaction, biochemical, HTRF (AID 2073). HTRF protein-protein interaction, Mint1-CaV2.2; higher % means a stronger effect. one-dose inhibition, % at 20 µM; IC50 in µM for titrated hits. hit rate 0.19% among 290,000; in the data active means inhibition mostly above about 51%, no sharp cut-off; inconclusive means no clear call, values can overlap the other calls; inactive means mostly below about 53%; further: some results filed as inactive read as strong as hits
GPR35 arrestin U2OS = inhibition of zaprinast-stimulated GPR35 beta-arrestin translocation – imaging, U2OS, beta-arrestin-GFP, zaprinast agonist, primary screen (AID 2058); U2OS GPR35 beta-arrestin-GFP translocation imaging, zaprinast antagonism; higher % means a stronger effect; inhibition, % at 10 µM, or IC50 in µM where a hit was titrated; hit rate 0.052% among 290,000;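 active means inhibition of at least 50% with at least 30 cells and total cytoplasm GFP at most 10,000,000; inconclusive means under 30 cells or total GFP of 10,000,000 plus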
SV40 large T antigen = TAg ATPase/helicase activity blockers – biochemical (AID 1903); SV40 large T antigen ATPase/helicase inhibition assay; higher % means a stronger effect; one-dose inhibition, % at 20 µM; IC50 in µM for titrated hits; hit rate 0.39% among 310,000; in the data active means a potency from the dose series; inconclusive means inhibition mostly from about 32% at the one dose, without a potency; inactive means the rest, 99 in 100 with inhibition below about 32%; further: strong numbers were not always called active
Dengue-2 NS5 capping = flavivirus cap methylation enzyme inhibition – biochemical, confirmation dose response, primary screen (AID 588689). Dengue-2 NS5 methyltransferase capping enzyme assay, biochemical; higher % means a stronger effect. one-dose inhibition, % at 25 µM; IC50 in µM for titrated hits. hit rate 0.3% among 340,000; in the data active means a potency from the dose series; inconclusive means inhibition above about 29% without an active follow-up result
Yfh1-depleted yeast = enhancers of respiration in Yfh1-depleted yeast, dose response, Friedreich's ataxia, plus single-dose screen (AID 1465); S. cerevisiae Yfh1-off respiration, WST-1 reduction, 72 h; higher fold induction means a stronger effect; fold induction at 50 µM; hits with a dose series show EC50 in µM; hit rate 0.074% among 220,000;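 active means fold induction of absorbance versus untreated yeast above a set limit, then at least 30% activation at any dose in follow-up; inconclusive means repeats straddling the limit, or above it without dose testing; inactive means fold induction below the set limit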;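 further: activators that raise dye reduction in frataxin-depleted yeast; strong numbers were not always called active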
NTR1 ag = agonists of NTR1, primary screen, imaging, U2OS cells, beta-arrestin-GFP, high content (AID 493036); P30989; hit rate 0.17% among 330,000; activation, % at 20 µM; NTR1-U2OS beta-arrestin-GFP spot imaging, agonist mode;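 active means activation at or above 40% of the spot to cytoplasm intensity ratio, with at least 20 cells analyzed; inconclusive means wells under 20 cells, flagged as cytotoxic or low count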;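 further: 0% = DMSO without peptide and 100% = 100 nM NTR1 peptide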
Target sequence (P30989 whole entry, looked up): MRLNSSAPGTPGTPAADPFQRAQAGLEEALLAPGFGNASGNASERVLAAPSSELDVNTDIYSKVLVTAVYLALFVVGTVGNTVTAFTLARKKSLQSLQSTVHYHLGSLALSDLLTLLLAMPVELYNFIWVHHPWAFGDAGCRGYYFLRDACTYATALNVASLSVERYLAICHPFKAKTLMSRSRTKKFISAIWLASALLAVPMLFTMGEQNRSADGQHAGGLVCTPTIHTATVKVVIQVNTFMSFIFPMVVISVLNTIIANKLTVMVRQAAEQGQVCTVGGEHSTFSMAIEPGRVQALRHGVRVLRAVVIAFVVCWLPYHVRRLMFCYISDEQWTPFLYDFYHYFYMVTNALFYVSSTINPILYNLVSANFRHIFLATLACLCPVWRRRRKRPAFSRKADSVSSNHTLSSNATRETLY
GPR55 activation = GPR55 agonists via beta-arrestin recruitment, primary screen, imaging, U2OS cells, beta-arrestin-GFP redistribution (AID 1961); U2OS GPR55 beta-arrestin-GFP redistribution imaging; higher % means a stronger effect; activation, % at 10 µM, or EC50 in µM where a hit was titrated; hit rate 0.048% among 290,000;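 active means activation above 40% with more than 50 cells counted in the well; inconclusive means wells holding fewer than 50 cells, flagged as toxic or sparse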;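 further: U2OS osteosarcoma cells stably expressing GPR55 and beta-arrestin-GFP; plate controls were DMSO negative control for no effect and LPI positive control for full effect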
GPR55 LPI antagonism = GPR55 antagonists blocking LPI-driven arrestin recruitment, primary screen, imaging, U2OS, beta-arrestin-GFP, LPI agonist (AID 2013); U2OS GPR55 beta-arrestin-GFP translocation imaging, LPI antagonism; higher % means a stronger effect; inhibition, % at 10 µM, or IC50 in µM where a hit was titrated; hit rate 0.13% among 290,000;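 active means spots per cell inhibited over 60%, with over 100 cells counted and total cytoplasm intensity under 500,000; inconclusive means wells with under 100 cells, flagged as likely toxic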;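 further: U2OS cells stably carrying GPR55 and arrestin-GFP stimulated by 5 µM LPI near EC80; imaged beta-arrestin-GFP aggregate spots per cell after agonist stimulation; plate controls were LPI-stimulated DMSO wells for no effect and DMSO wells without LPI for full effect; some results filed as inactive read as strong as hits; confirmed hits need IC50 under 10 µM and bright autofluorescent wells are also inconclusive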
MgcRacGAP inhibition = MgcRacGAP GTPase-activating activity inhibitors, confirmation, biochemical, ADP Hunter fluorescence; MgcRacGAP-stimulated Rac1 GTP hydrolysis, ADP Hunter fluorescence; higher % means a stronger effect; GST-tagged Rac1 F28L mutant substrate; inhibition, % at 30 µM, or IC50 in µM where a hit was titrated; hit rate 0.6% among 340,000;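 active means first-screen hits whose inhibition reached a set limit at any dose in the follow-up dose series; inconclusive means inhibition above the set first-screen limit but never retested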;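 further: fluorescence reports GDP produced by GAP-driven GTP hydrolysis; strong numbers were not always called active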
NTR1 ag cell count 20 µM = second read-out of NTR1 ag, no call of its own (marks repeat the call); cell count; measured here: cell count, cytotoxicity flag
Dengue-2 NS5 capping pilot replicate = also measured in Dengue-2 NS5 capping; calls as there; inhibition, %; measured here: pilot screen replicate inhibition
Starred values were filed as active, the others as inactive; i = inactive; ? = inconclusive; / = no result given; & = joins results of further samples. An unsorted share of the library; overall some 1.7% were active at least once.

SMILES	AID2073	GPR35 arrestin U2OS	SV40 large T antigen	Dengue-2 NS5 capping	Yfh1-depleted yeast	NTR1 ag	NTR1 ag cell count 20 µM	GPR55 activation	GPR55 LPI antagonism	MgcRacGAP inhibition	others
CCN(C(=O)CN1C(=O)S/C(=C\c2ccc(Cl)cc2)C1=O)C1CCS(=O)(=O)C1 (stereo not drawn)	-7%	6%	6%	1%	/	3.6	48	-0.2%	2%	12%
Cc1ccc2c(c1)CCCN2C(=O)NC1CCCCC1	9%	-4%	5%	7%	i	-0.3	92	-0.1%	6%	7%
COC(=O)c1ccc(S(=O)(=O)N(C2CCCCC2)C2CCCCC2)n1C	0%	-8%	6%	9%	i	-0.3	36	0.0%	1%	11%
NC(=O)c1ccc(NC(=O)CNC(c2ccccc2)c2ccccc2)cc1	2%	-6%	7%	-13%	/	-1.4	88	-0.2%	0%	4%
O=C(CSc1ccc2nnc(-c3cccc(F)c3)n2n1)N1CCCc2ccccc21	27%	-18%	5%	-5%	i	-0.1	55	0.4%	-9%	2%
CC(C)CN(C(=O)COC(=O)c1c(Cl)ccc(Cl)c1Cl)C1CCS(=O)(=O)C1 (stereo not drawn)	-1%	2%	-1%	5%	i	1.9	51	-0.3%	1%	10%
Cc1cccc(C)c1NC(=O)C(c1ccc([N+](=O)[O-])cc1)N1CCCCC1 (stereo not drawn)	-1%	3%	-2%	-3%	i	-1.2	83	-0.1%	13%	3%
O=C(NCCCNCc1ccccc1)c1ccc(/C=N/O)nc1	3%	7%	0%	4%	i	-1.8	73	-0.1%	-6%	6%
O=C(Nc1ccncc1)c1ccccc1-c1ccccc1	-4%	-6%	-6%	0%	i	-0.2	41	-0.1%	-12%	1%
Cc1cccc(C(=O)NNS(=O)(=O)c2ccccc2[N+](=O)[O-])c1	2%	2%	-63%	/	i	0.1	49	-0.4%	5%	7%
COc1ccccc1CC(=O)NCCc1c[nH]c2ccccc12	2%	4%	-7%	1%	/	-2.0	60	-0.1%	1%	7%
Cc1ccc(C(=O)COC(=O)c2cnccn2)cc1	-5%	-6%	14%	-7%	i	-0.9	86	0.3%	-9%	-2%
COc1ccc(N(CC(=O)Nc2ccc(C(C)C)cc2)S(=O)(=O)c2c(C)noc2C)cc1	7%	-3%	1%	-3%	/	5.0	75	0.4%	5%	-7%
S=C(NCCCN1CCOCC1)Nc1ccc(-c2nc3ccccc3[nH]2)cc1	-7%	0%	11%	5%	i	-2.0	64	0.6%	-4%	10%
COc1ccccc1N1CCN(/N=C(\C)c2ccc(O)cc2)CC1	-10%	-6%	32%	-9%	/	1.7	38	-0.1%	-1%	8%
CCC(C)(C)n1nnnc1C(c1ccc(C)cc1)N1CCC(C)CC1 (stereo not drawn)	-8%	15%	-6%	6%	i	4.4	73	-0.1%	/	-4%
COc1cc(/C=C(\C#N)c2nnc(N3CCOCC3)n2-c2ccccc2)ccc1O	-7%	7%	16%	-31%	i	1.6	67	-0.2%	6%	16%
CCC(=O)Nc1nc2ccc(S(C)(=O)=O)cc2s1	12%	-6%	-1%	1%	i	2.2	89	-0.2%	2%	12%
O=c1cc(-c2cccc(Br)c2)oc2cccc(O)c12	10%	8%	19%	0%	i	2.1	41	0.0%	5%	14%
Nc1nc2c(ncn2COC(CO)CO)c(=O)[nH]1	-2%	7%	-2%&-2%	-5%	i	-0.6	56	-0.1%	6%	1%
O=C(CN1CCN(S(=O)(=O)c2ccccc2)CC1)NC(=O)NC1CCCCC1	2%	8%	-1%	-6%	i	-0.5	69	0.3%	-5%	2%
Cc1ccc(C)c(NC(=O)c2ccc3c(c2)N(Cc2ccc(F)cc2)C(=O)CS3=O)c1 (stereo not drawn)	9%	4%	22%	1%	i	-2.8	98	-0.1%	-6%	14%
CCOC(=O)C1(CCCc2ccccc2)CCN(C(=O)c2cnn(CC)c2)CC1	-10%	0%	33%	-2%	i	1.7	47	-0.1%	-11%	4%
COc1ccc(C(=O)Nc2ccc3ccccc3n2)c(OC)c1OC	-3%	5%	3%	-1%	/	0.7	48	-0.1%	12%	14%
Cc1ccc(N2CCN(C(=O)c3ccccc3NC(=O)c3ccccc3C(=O)O)CC2)cc1	10%	2%	3%	-1%	i	0.1	54	-0.2%	-2%	-13%
O=C(Nc1ccccn1)C(=O)Nc1ccccn1	2%	-14%	15%	2%	i	1.2	54	-0.2%	3%	13%
O=C1CN(c2nc(-c3ccccc3)c3ccccc3n2)c2ccccc2N1	?	-3%	3%	1%	i	8.0	63	-0.1%	7%	9%
Cc1ccc(NC(=O)CSCC(=O)NNC(=O)c2ccoc2C)cc1	/	/	5%	0%	/	-0.1	59	/	/	11%
Cc1ccccc1C(OCC(O)CN1CCCCC1CCO)c1ccccc1 (stereo not drawn)	-4%	-4%	9%	1%	i	0.1	55	-0.2%	-3%	0%
COC(=O)CN(c1nc(C)cc(OC)n1)S(=O)(=O)c1ccccc1	0%	2%	0%	5%	i	/	/	0.2%	14%	6%
O=C(CN1C(=O)CSCC1=O)NCc1ccc(F)cc1	-1%	2%	19%	/	i	1.2	87	-0.6%	-23%	6%
CC(=O)N(CN1C(=O)c2ccc([N+](=O)[O-])cc2C1=O)c1ccc(F)cc1	-2%	11%	10%	-3%	i	-0.4	53	0.1%	-11%	6%
N#Cc1ccc(-c2ccc(OCC(O)CN3CCCCC3)cc2)cc1 (stereo not drawn)	10%	11%	12%	-1%	/	1.1	93	-0.1%	2%	9%
CN(C(=O)COC(=O)c1ccc(Br)o1)c1c(N)n(Cc2ccccc2)c(=O)[nH]c1=O	/	/	10%	2%	/	0.5	64	/	/	3%
COc1ccc(C(CC(=O)NC(C)(C)C)n2cccc2)cc1 (stereo not drawn)	2%	3%	0%	3%	i	-0.7	58	0.3%	-2%	-1%
CN1CCC(=NNC(=O)c2ccc(N(Cc3ccc(Cl)cc3)S(C)(=O)=O)cc2)CC1	30%	14%	10%	-12%	i	0.2	90	-0.3%	5%	1%
Cn1ncc2c(N3CCN(c4ccccc4F)CC3)ncnc21	-1%	10%	-1%	-5%	i	0.6	49	0.0%	14%	7%
O=C1Nc2ccccc2C12OCC1(CO2)COC2(OC1)C(=O)Nc1ccccc12 (stereo not drawn)	21%	-2%	-6%	-3%	i	-3.5	91	-0.1%	10%	13%
O=C(c1cc(S(=O)(=O)N2CCN(c3ccccc3)CC2)ccc1Cl)N1CCCC(C(F)(F)F)C1 (stereo not drawn)	/	/	3%	3%	/	0.4	47	/	/	2%
Cc1ccc(C)c(OCCC(=O)OCC(=O)Nc2cccc(S(=O)(=O)N3CCCC3)c2)c1	/	/	10%	-1%	/	0.9	56	/	/	1%
CC(C)n1c(N)c(C#N)c2ccc([N+](=O)[O-])cc2c1=O	?	-9%	11%	-26%	i	2.2	49	0.5%	15%	12%
COc1ccc2c(c1OC)C(=O)N(c1ccc(C)cc1)C2=O	0%	-10%	5%	-10%	i	-0.2	63	-0.1%	8%	3%
O=C(Cc1ccccc1)Nc1nnc(-c2cccs2)s1	28%	2%	3%	-3%	/	-3.9	85	-0.2%	-9%	-3%
Cc1cc(C)cc(Oc2nc(C(F)(F)F)nc3ccccc23)c1	4%	27%	6%	6%	i	-1.7	41	-0.3%	-1%	6%
Cc1ccc(Cn2nc(C)c(NC(=O)C3CC3)c2C)cc1	-4%	2%	8%	-10%	i	-0.8	83	-0.1%	-1%	4%
Cn1cnc2cc(NCc3ccccc3O)ccc21	-3%	2%	26%	-1%	/	-0.6	50	-0.2%	-3%	94µM*	Dengue-2 NS5 capping pilot replicate=-1.5
NS(=O)(=O)c1ccc(CNC(=O)/C=C/c2ccc(Cl)c(Cl)c2)cc1	7%	4%	-2%	-7%	i	-0.6	37	-0.3%	0%	11%

Entries from the list above containing fluorine (7):
SMILES	AID2073	GPR35 arrestin U2OS	SV40 large T antigen	Dengue-2 NS5 capping	Yfh1-depleted yeast	NTR1 ag	NTR1 ag cell count 20 µM	GPR55 activation	GPR55 LPI antagonism	MgcRacGAP inhibition	others
O=C(CSc1ccc2nnc(-c3cccc(F)c3)n2n1)N1CCCc2ccccc21	27%	-18%	5%	-5%	i	-0.1	55	0.4%	-9%	2%
Cc1ccc(C)c(NC(=O)c2ccc3c(c2)N(Cc2ccc(F)cc2)C(=O)CS3=O)c1 (stereo not drawn)	9%	4%	22%	1%	i	-2.8	98	-0.1%	-6%	14%
O=C(CN1C(=O)CSCC1=O)NCc1ccc(F)cc1	-1%	2%	19%	/	i	1.2	87	-0.6%	-23%	6%
CC(=O)N(CN1C(=O)c2ccc([N+](=O)[O-])cc2C1=O)c1ccc(F)cc1	-2%	11%	10%	-3%	i	-0.4	53	0.1%	-11%	6%
Cn1ncc2c(N3CCN(c4ccccc4F)CC3)ncnc21	-1%	10%	-1%	-5%	i	0.6	49	0.0%	14%	7%
O=C(c1cc(S(=O)(=O)N2CCN(c3ccccc3)CC2)ccc1Cl)N1CCCC(C(F)(F)F)C1 (stereo not drawn)	/	/	3%	3%	/	0.4	47	/	/	2%
Cc1cc(C)cc(Oc2nc(C(F)(F)F)nc3ccccc23)c1	4%	27%	6%	6%	i	-1.7	41	-0.3%	-1%	6%
